RORgamma inh – inhibitors of mouse ROR gamma transcriptional activity; P51450; Drosophila S2 Gal4-RORgamma UAS-luciferase reporter, 20 h; Potency, µM (titrated, usually from 53.6 µM), for inactives: at the top dose activity change, negative = inhibition, hits mostly inhibitors; 310,000 tested, 5.4% active; AID 2551; further: on the % scale 0 is the no-effect control and ±100 the full control effect; nearly all actives have a fitted effect of over 60% in size
Target sequence (P51450 whole entry, looked up, the tested form may be a part): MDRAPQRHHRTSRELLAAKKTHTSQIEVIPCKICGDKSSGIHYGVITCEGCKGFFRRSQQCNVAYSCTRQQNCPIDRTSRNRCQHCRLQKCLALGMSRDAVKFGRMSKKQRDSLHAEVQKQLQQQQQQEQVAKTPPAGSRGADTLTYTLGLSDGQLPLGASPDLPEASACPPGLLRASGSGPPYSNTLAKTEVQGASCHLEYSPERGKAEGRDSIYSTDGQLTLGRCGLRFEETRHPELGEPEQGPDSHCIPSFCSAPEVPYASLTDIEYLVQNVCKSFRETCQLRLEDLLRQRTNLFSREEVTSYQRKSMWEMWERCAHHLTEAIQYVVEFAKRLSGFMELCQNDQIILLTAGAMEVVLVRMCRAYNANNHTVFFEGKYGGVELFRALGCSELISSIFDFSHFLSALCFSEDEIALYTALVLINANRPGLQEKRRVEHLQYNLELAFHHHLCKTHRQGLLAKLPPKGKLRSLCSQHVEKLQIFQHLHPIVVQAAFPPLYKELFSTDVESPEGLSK
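Luciferase reporter read in Schneider cells carrying Gal4-RORγ (mouse) and UAS-Photinus luciferase; cells given compound 1 h before 700 uM copper sulfate induction, then incubated 20 h at ambient temperature.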
MBNL1 CUG block – MBNL1-poly(CUG) RNA binding inhibition; 280,000 tested, 0.036% active; TR-FRET MBNL1-His/biotin-(CUG)12 binding, 665/545 ratio; Potency, µM (titrated, usually from 57.5 µM), for the others: top-dose activity change, negative = inhibition, hits mostly inhibitors; active means well fitted inhibition curve with a large enough effect in the signal ratio, with a control signal flat, not every such curve was filed as active; inconclusive means small, poorly fitted or top-dose-only effect, or effect the other way, or a change in a side signal; inactive means no such curve, though single readings can be large or run the other way; the % refers to the signal ratio; further: on the % scale 0 is the no-effect control and ±100 the full control effect
Target sequence (Q9NR56 whole entry, looked up): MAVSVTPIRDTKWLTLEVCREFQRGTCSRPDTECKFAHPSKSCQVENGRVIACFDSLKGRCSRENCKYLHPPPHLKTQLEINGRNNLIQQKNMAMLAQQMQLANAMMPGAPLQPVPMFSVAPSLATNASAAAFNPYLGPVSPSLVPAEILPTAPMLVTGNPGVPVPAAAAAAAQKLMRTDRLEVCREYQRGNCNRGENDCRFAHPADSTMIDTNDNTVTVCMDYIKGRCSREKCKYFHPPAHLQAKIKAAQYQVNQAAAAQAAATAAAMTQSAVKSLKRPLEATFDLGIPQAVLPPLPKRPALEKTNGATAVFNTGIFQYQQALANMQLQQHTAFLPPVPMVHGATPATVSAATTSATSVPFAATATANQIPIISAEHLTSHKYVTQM
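MBNL1-His + Biotin-(CUG)12, cpd titration 92 nM–58 uM; Tb anti-His Ab 0.055 ng/ul, SA-XL665 5 nM (final); 60 min RT; ratiometric 665/545 nm, Ex 340 nm; normalized to buffer and full-complex controls.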
BRCA1 expr up – BRCA1 expression activation; MCF7-BRCA1-FFLuc reporter, luminescence, 48 h; response scale: scaled: vehicle 0%, 10 µM genistein 100%; Potency, µM (titrated, usually from 46.1 µM), without a hit: top-dose activation, usual class: activators; 380,000 tested, 1.1% active; AID 624202; further: nearly all actives have a fitted effect of over 80% in size; some results filed as inactive show a strong effect at the top dose
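Luminescence from a BRCA1-driven firefly luciferase in MCF7 cells was the read-out, taken 15 min after substrate addition following 48 h compound exposure at 37 °C. Data were normalized to a 10 microM genistein control and DMSO vehicle.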
CXXC DNA block – blocks binding of human MLL CXXC domain to DNA; Potency, µM (top dose mostly 115 µM), without a hit: at the highest dose activity change, negative = inhibition, usual class: inhibitors; 290,000 tested, 0.037% active; Q03164; MLL-CXXC / FITC-HOXA9 DNA fluorescence polarization; active means well fitted inhibition curve with a large enough effect in the polarisation, with a control signal flat, not every such curve was filed as active; inconclusive means small, poorly fitted or top-dose-only effect, or effect the other way, or a change in a side signal; inactive means no such curve, though single readings can be large or run the other way; the % refers to the polarisation
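Steps: dispense CXXC domain solution (7 uM) → pin compounds or unlabeled HOX-A9 DNA control → 5 min ambient → add FLSN-HOX-A9 solution (50 nM) → spin → 30 min ambient → fluorescence polarization. Tris pH 7.5/NaCl/DTT/BSA buffer.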
NPC1 promoter act – activates the NPC1 promoter; Huh7 NPC1 promoter luciferase reporter, 24 h; Potency, µM (titrated, usually from 9.22 µM), for inactives: at the top dose activation, actives largely listed as activators; 320,000 tested, 2.4% active;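 further: % of control where 0% means no effect; nearly all actives have a fitted effect of over 60% in size; reporter is driven by a mutant NPC1 promoter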
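Huh7 cells stably carrying NPC1 promoter–luciferase, plated in Opti-MEM with 10% FBS for 2 h, were exposed to compound in DMSO for 24 h at 37 °C; luciferase reagent was added for 10 min and luminescence read.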
Rab9 prom act – activators of Rab9 promoter. Huh7 Rab9 promoter-luciferase reporter, luminescence, 24 h. Potency, µM (series often up to 9.22 µM), inactives show top-dose activation, negative = inhibition, actives largely listed as activators. 320,000 tested, 2.8% active. AID 485297; further: % of control where 0% means no effect; nearly all actives have a fitted effect of over 60% in size
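Huh7 cells stably carrying Rab9 promoter–luciferase reporter, plated 1500 cells/well, compound added after 2 h and incubated 24 h at 37 °C; luciferase luminescence then read after 10 min with detection reagent.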
p53 reactivator – re-activators of mutant p53; H1299 p53-A138V BP100-luciferase reporter, luminescence, 24 h; Potency, µM (highest dose often 92.2 µM), without a hit: at the top dose activity change, positive = activation, most hits filed as activators; 320,000 tested, 0.063% active; AID 504706; further: % of control where 0% means no effect; nearly all actives have a fitted effect of over 45% in size
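p53-null H1299 cells stably carrying temperature-sensitive p53-A138V and a BP100-luciferase reporter were pinned with compounds (4-point, 1:5 series) and held 24 hrs at 37 deg C. Luminescence was read 10 min after detection reagent.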
FLuc modulator – counter-screen for miR-21 project: firefly luciferase inhibitors or activators | P08659 | Potency, µM (top dose mostly 57.5 µM), without a hit: at the top dose activity change, negative = inhibition, usual class: inhibitors | purified FLuc, Km substrates, luminescence inhibition | 360,000 tested, 6.9% active;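 further: plate controls were vehicle for no effect and reference inhibitor for full effect; nearly all actives have a fitted effect of over 55% in size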
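Purified P. pyralis luciferase, 10 nM final, with Km-level 10 uM D-luciferin and 10 uM ATP in 50 mM Tris acetate pH 7.5, 10 mM Mg acetate, 0.01% Tween-20, 0.05% BSA; 6-point qHTS titration about 60 µM downward; luminescence read.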
VP16 counter – Gal4-VP16 reporter inhibition counter-screen | Drosophila S2 Gal4-VP16 UAS-luciferase, luminescence, 20 h | Potency, µM (highest dose often 53.6 µM), for inactives: at the highest dose activity, negative = inhibition, usual class: inhibitors | 310,000 tested, 3.5% active;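 further: Gal4-VP16 expression switched on by copper sulfate through the metallothionein promoter; on the % scale 0 is the no-effect control and ±100 the full control effect; nearly all actives have a fitted effect of over 50% in size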
ELG1 genotoxic – genotoxicity induction in ELG1-luciferase HEK293T cells | HEK293T ELG1-luciferase reporter, luminescence, 16 h | Potency, µM (top dose mostly 46 µM), inactives show top-dose activity change, positive = activation, most hits filed as activators | 330,000 tested, 1.3% active | AID 504466; further: % of control where 0% means no effect; nearly all actives have a fitted effect of over 60% in size
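After overnight (16 hr) compound treatment at 37 °C, ELG1-luciferase HEK293T cells were lysed with ONE-Glo; luminescence quantified 30 min later at room temperature.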
uPA generation – inhibitors of cell surface uPA generation; cell surface uPA generation assay, qHTS; Potency, µM (doses to about 38.3 µM), for inactives: at the highest dose activity change, negative = inhibition, actives largely listed as inhibitors; 330,000 tested, 0.31% active; AID 540303; active means well fitted inhibition curve with a large enough effect; inconclusive means small, poorly fitted or top-dose-only effect; inactive means no such curve, though single readings can be large or run the other way; tested in mouse RAW 264.7 cells; further: on the % scale 0 is the no-effect control and ±100 the full control effect; nearly all actives have a fitted effect of over 55% in size
An asterisk follows results filed as active; ? = inconclusive; . = not tested or not shown; [ ] = another dose, or the depositor's remark. Unless noted, the call rests on the fitted dose curve; in most records, active means well fitted curve in the direction sought with a large enough effect; inconclusive means small, poorly fitted or top-dose-only effect, or another doubt; inactive means no such curve, though single readings can be large; an effect the other way counts as inactive or inconclusive. Potency means the concentration at half of the fitted maximal effect.

no. | mol | RORgamma inh | MBNL1 CUG block | BRCA1 expr up | CXXC DNA block | NPC1 promoter act | Rab9 prom act | p53 reactivator | FLuc modulator | VP16 counter | ELG1 genotoxic | uPA generation
1 | CC1=C(C)C(=O)N(C(C)CCc2ccccc2)C1=O (configuration not stated) | -3% | -1% | 0% | 1% | 0% | -5% | -6% | -1% | 14% | 10% | 8%
2 | O=C(CN1C(=O)C2CCCCC2C1=O)Nc1cc([N+](=O)[O-])ccc1F (configuration not stated) | . | . | 2% | . | -1% | -1% | -3% | 5% | . | 2% | 13%
3 | CC(C)/C=N/NC(=O)c1ccc(Cl)cc1 | -23% | 0% | -1% | -2% | 0% | -4% | 6% | -2% | -17% | -1% | -19%
4 | COc1cc(C(c2c(C)[nH][nH]c2=O)c2c(C)[nH][nH]c2=O)ccc1OCc1ccc([N+](=O)[O-])cc1 | 6.3µM* | ? | 3.2µM* | -18% | 19% | 0% | ? | -20% | ? | 18µM* | -2%
5 | CCOC(=O)CNC(=S)N1CCn2c(nc3ccccc32)C1 | ? | -1% | 12% | 0% | -2% | 1% | 1% | 0% | 13% | 2% | -1%
6 | C=CCn1c(=N)n(CC(=O)OC)c2ccccc21 | -9% | -6% | -4% | -4% | 12% | 2% | 0% | 3% | -6% | 1% | -4%
7 | CCOc1ccccc1/C=N/NC(=O)CNC(=O)c1ccc(S(=O)(=O)N2CCOCC2)cc1 | 0% | 10% | -11% | -1% | 0% | 0% | -12% | 2% | 0% | 0% | 3%
8 | COc1ccc(C(=O)NCCSCc2ccccc2Cl)cc1OC | ? | -5% | -17% | 2% | 2% | 7% | -85%[inhibitor] | -1% | 5% | 3% | 0%
9 | CCOc1ccc(NS(=O)(=O)c2ccc3[nH]cc(C(=O)NC(C)CC)c(=O)c3c2)cc1 (configuration not stated) | -14% | 4% | -35% | 0% | 1% | -1% | -16% | -3% | 12% | 2% | 8%
10 | O=c1ccc2cc(S(=O)(=O)N3CCN(c4ccccc4F)CC3)ccc2o1 | 16% | -5% | -16% | 0% | 1% | 2% | 3% | 0% | 1% | 0% | -8%
11 | COc1ccc(C(=O)NCc2ccc(C(=O)O)o2)cc1 | -19% | 0% | 8% | 34%[activator] | 1% | 9% | . | -2% | -2% | 0% | 2%
12 | Cc1ccc(C(=O)NC(=S)NNC(=O)c2cccc([N+](=O)[O-])c2)cc1 | 4.5µM* | 8% | -28% | -23% | 0% | -1% | 11% | -13% | 7.1µM* | -2% | 6%
13 | Cc1ccc(C2=NNC(C(O)C(O)C(O)CO)S2)cc1 (configuration not stated) | ? | 3% | 47% | -1% | 18% | 24% | 12% | 15µM* | ? | ? | 2%
14 | O=C(COc1cccnc1[N+](=O)[O-])c1c[nH]c2ccccc12 | ? | ? | -39% | 3% | 17% | 12% | ? | ? | 4% | 6% | -8%
15 | CCOC(=O)Nc1ccc2c(c1)N(C(=O)CN1CCN3CCCC3C1)c1ccccc1CC2 (configuration not stated) | -10% | 0% | 0% | 1% | 3% | -4% | -3% | 2% | 0% | 1% | -1%
16 | COc1ccc(S(=O)(=O)Nc2ccc(NC(C)=O)cc2)cc1Cl | -7% | -15% | 1% | -6% | -1% | 0% | 7% | -1% | 7% | -5% | 1%
17 | COc1ccc(N2CC(O)=C(c3nc(-c4ccc(Br)cc4)cs3)C2=N)cc1 | 4% | . | -35% | 10% | 0% | 0% | -1% | -2% | 5% | 10% | 28%
18 | CCC1(CC)NC(=O)N(CC(=O)N2CCN(c3ccccc3F)CC2)C1=O | . | . | -14% | . | 4% | -4% | -12% | 0% | . | 1% | -6%
19 | CC(=O)CSc1nc(C(F)(F)F)cc(=O)n1-c1ccccc1 | -5% | -5% | -2% | -1% | -4% | -4% | 5% | 0% | 5% | 4% | .
20 | O=C(NCc1cccnc1)Nc1cccc(Cl)c1 | 24% | -6% | 35% | 12% | 11% | 15% | 8% | -2% | 4% | 8% | 5%
21 | Cc1ccc(/C=N/NC(=O)c2cc(C)oc2C)o1 | 29% | 5% | 12% | -1% | 8% | 11% | ? | ? | -1%[0.365 µM] | 4% | 3%
22 | CS(=O)(=O)c1ccc(NCCc2ccccn2)c([N+](=O)[O-])c1 | -27% | ? | -3% | 2% | 8% | 6% | 13% | 2% | 21% | 12% | -1%
23 | Cc1ccc(N2CC(NC(=O)C(=O)c3c(C)[nH]c4ccccc34)CC2=O)cc1C (configuration not stated) | . | . | -13% | . | -3% | 3% | -3% | -1% | . | 6% | 10%
24 | O=C(Nc1ccccc1C(=O)Nc1ccccc1)c1ccccc1F | -11% | ? | 9% | -13% | -3% | -3% | 4% | 0% | -1% | -1% | 8%
25 | CCOC(=O)[C@H]1[C@H]2COc3ccc(Cl)cc3[C@@H]2N2C(=O)CN(Cc3ccc(Cl)cc3)C(=O)[C@@]12C | . | . | -66% | . | 6% | -1% | -19% | 4% | . | -4% | 10%
26 | CN(CC(=O)Nc1ncn[nH]1)S(=O)(=O)c1ccc(Br)cc1 | 2% | -1% | -7% | -8% | 1% | -3% | -9% | 2% | 0% | 8% | 2%
27 | CN(C)/C=N/C(=S)Nc1ccccc1F | -30% | 4% | 31% | -2% | 13% | 20% | 12% | -4% | -2% | 5% | -3%
28 | O=C(O)CCCCCNC(=O)CCn1nnc2ccccc2c1=O | 22% | 3% | -28% | -1% | -2% | 11% | -1% | -1% | 0% | 0% | -6%
29 | Cc1nc(NC(=O)CCc2ccccc2)ccc1Br | ? | 2% | ? | 12% | 27% | ? | ? | ? | 18% | ? | -5%
30 | COc1ccc(NS(=O)(=O)c2cccc(C(=O)N/N=C/c3cn(-c4ccccc4)nc3-c3ccc(OC)cc3)c2)cc1 | -16% | 3% | 62% | -12% | 18% | 22% | 13% | -19% | -14% | 2% | 4%
31 | O=C(NNS(=O)(=O)c1ccccc1)c1ccccc1-n1cccc1 | -23% | 2% | 8% | ? | 2% | 0% | 11% | 2% | -4% | 1% | 1%
32 | O=C(CNS(=O)(=O)c1cccs1)NCc1ccc(F)cc1 | 10% | -5% | 0% | 3% | -3% | -6% | 0% | -2% | -16% | 2% | 3%
33 | Cc1ccc(NC(=O)CN(C)C2CCCCC2)cc1Br | -13% | -12% | 12% | 1% | -1% | -10% | -1% | -7% | -7% | -4% | -2%
34 | COc1ccc(/C=C/c2c([N+](=O)[O-])c(=O)n(C)c(=O)n2C)c(OC)c1OC | 25% | 16% | -26% | 8% | -1% | -1% | 7% | -17% | -1% | -1% | -9%
35 | Cc1ccc2c(CN3CCN(S(=O)(=O)c4ccccc4C(F)(F)F)CC3)cc(=O)oc2c1 | . | . | -21% | . | -3% | -9% | 0% | -2% | . | -6% | 11%
36 | COc1ccc(N2CCN(C(=O)COc3ccc4c(C)cc(=O)oc4c3)CC2)cc1 | 28% | 2% | -23% | 4% | -1% | 1% | 0% | 1% | -3% | -8% | 3%
37 | COc1ccc(O)c(C(=O)c2cc(C#N)c(=O)n(Cc3ccccc3)c2)c1 | ? | 14% | ? | 7% | -2% | -8% | 0% | -11% | 1%[10 µM] | 1% | 5%
38 | COc1cccc(C(=O)OC(C)CN2CCCC2)c1 (configuration not stated) | -19% | 2% | -54% | 0% | -3% | -5% | 6% | -3% | -14% | 1% | 6%
39 | COc1ccc(CC(NC(C)=O)C(=O)NC2CCN(C(=O)c3ccccc3F)CC2)cc1 (configuration not stated) | -35% | -5% | -1% | 5% | 0% | -8% | 6% | 0% | -1% | 0% | 7%
40 | COc1ccccc1/C=C/[C@@H]1C[C@H]2CN(Cc3cccc(Cl)c3)C(=O)[C@]23CCCN13 | 23% | -7% | -46% | 8% | -1% | -1% | -1% | 2% | -19% | -11% | 6%
41 | Cc1ccc(C(C)C)cc1OCC(=O)N1CCN(C(=O)c2ccco2)CC1 | . | . | 1% | . | 0% | -3% | -1% | 5% | . | -5% | 0%
42 | O=S1(=O)N=C(N/N=C/c2ccccn2)c2ccccc21 | ? | 74%[activator] | -68% | 3% | -5% | -6% | ? | 0% | ? | 4% | -5%
43 | CC(C)CC(=O)NC(=S)Nc1cccc2nsnc12 | 7.9µM* | 171%[activator] | -32% | 2% | -3% | 0% | 6% | -10% | -7% | -21% | 3%
44 | O=C(C[n+]1ccc(Cc2ccccc2)cc1)Nc1ccccc1 | 17% | ? | 0% | 12% | 7% | 5% | 11% | -11% | 7% | 0% | 2%

Screening results deposited in PubChem by National Center for Advancing Translational Sciences (NCATS).

Only part of the results is shown; count on the stated rates, not on these rows.
